ALDH1A1 block: blocks purified human ALDH1A1 activity; Potency, µM (doses to about 75.3 µM), without a hit: at the highest dose activity, negative = inhibition, hits mostly inhibitors; Purified ALDH1A1, NADH fluorescence, propionaldehyde substrate; 7.3% of 220,000 active; P00352; active = well fitted inhibition curve with a large enough effect, not every such curve was filed as active; inconclusive = small, poorly fitted or top-dose-only effect, or another doubt; inactive = no such curve, though single readings can be large or run the other way;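 note: plate controls were no enzyme wells and a reference inhibitor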
RGS12 GoLoco inh: inhibitors of human Gai1-RGS12 GoLoco interaction (red fluorophore); Potency, µM (series often up to 61.6 µM), for the others: at the highest dose activity, negative = inhibition, hits mostly inhibitors; 0.44% of 230,000 active; Gai1:RGS12 GoLoco peptide FP, rhodamine, 10 min; AID 880; active = well fitted inhibition curve with a large enough effect, not every such curve was filed as active; inactive = no such curve, though single readings can be large or run the other way; note: % is set by controls: 0 for no effect and ±100 for the full control effect; nearly all actives have a fitted effect of over 30% in size; many of its hits are not listed in these tables
Target sequence (P63096 whole entry, looked up): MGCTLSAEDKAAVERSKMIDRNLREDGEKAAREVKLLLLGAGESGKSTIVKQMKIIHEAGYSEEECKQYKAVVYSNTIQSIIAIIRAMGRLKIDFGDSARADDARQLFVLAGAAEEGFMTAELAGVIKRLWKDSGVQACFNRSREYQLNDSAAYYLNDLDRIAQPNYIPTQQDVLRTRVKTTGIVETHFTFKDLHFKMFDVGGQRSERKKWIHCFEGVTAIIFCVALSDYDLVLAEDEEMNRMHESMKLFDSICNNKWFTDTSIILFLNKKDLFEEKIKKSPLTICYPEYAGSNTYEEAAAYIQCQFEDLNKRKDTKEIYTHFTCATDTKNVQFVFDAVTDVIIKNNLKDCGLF
SMN2 splice up: SMN2 splice variant enhancement. HEK293 SMN2-luciferase splicing reporter, luminescence, 30-36 h. Potency, µM (top dose mostly 46.1 µM), without a hit: top-dose activity change, positive = activation, hits mostly activators. AID 1458. 2.8% of 210,000 active; note: % of control where 0% means no effect; nearly all actives have a fitted effect of over 55% in size
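HEK293 cells carry an SMN2 […]–luciferase reporter in which exon 7 inclusion puts luciferase in frame. Cells were plated 10-12 h before compound addition, then incubated 30-36 h at 37C. ONE-Glo luminescence was read; sodium butyrate at 4.5 mM final served as control.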
Lamin A splicing: modulators of lamin A splicing; HeLa LMNA splicing GFP/RFP minigene ratio, 48 h; Potency, µM (series often up to 46.1 µM), without a hit: top-dose ratio change, negative = inhibition, actives largely listed as inhibitors; 0.01% of 200,000 active; AID 1487; active = well fitted inhibition curve with a large enough effect in the signal ratio, with a control signal flat, not every such curve was filed as active; inconclusive = small, poorly fitted or top-dose-only effect, or effect the other way, or a change in a side signal; the % refers to the signal ratio; note: % is set by controls: 0 for no effect and ±100 for the full control effect
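Read-out is the ratio of GFP to DsRed2 object intensity, acquired by 488 nm laser-scanning cytometry on HeLa lamin A-EGFP minigene reporter cells. Compound incubation 48 hrs at 37 °C in Opti-MEM with 2% FBS; DMSO 0.5% final.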
KDM4E inh: blocks human JMJD2E demethylase activity; B2RXH2; JMJD2E catalytic domain, FDH-coupled NADH fluorescence (FDH is formaldehyde dehydrogenase); Potency, µM (doses to about 57.1 µM), for the others: top-dose activity change, negative = inhibition, hits mostly inhibitors; 1.6% of 230,000 active; AID 2147; active = well fitted inhibition curve with a large enough effect, not every such curve was filed as active; inconclusive = small, poorly fitted or top-dose-only effect, or another doubt; inactive = no such curve, though single readings can be large or run the other way;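 note: 0% = wells with enzyme and -100% = buffer wells without enzyme; nearly all actives have a fitted effect of over 50% in size; many of its hits are not listed in these tables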
Target sequence (B2RXH2 1-337 limits assumed): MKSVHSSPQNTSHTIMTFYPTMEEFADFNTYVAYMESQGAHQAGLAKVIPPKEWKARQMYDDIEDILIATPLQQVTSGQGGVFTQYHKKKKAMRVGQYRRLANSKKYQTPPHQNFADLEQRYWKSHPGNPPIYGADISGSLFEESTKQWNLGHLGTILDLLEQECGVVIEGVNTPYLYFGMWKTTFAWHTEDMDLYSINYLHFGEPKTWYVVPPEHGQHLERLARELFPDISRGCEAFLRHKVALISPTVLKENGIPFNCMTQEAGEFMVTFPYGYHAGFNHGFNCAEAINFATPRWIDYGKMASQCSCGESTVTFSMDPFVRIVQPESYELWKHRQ
RECQ1 helicase: RECQ1 (human) helicase inhibition | P46063 | RECQ1 DNA unwinding, red fluorescence kinetic read | Potency, µM (titrated, usually from 57.3 µM), inactives show at the top dose activity, negative = inhibition, usual class: inhibitors | 0.54% of 240,000 active | AID 2549;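 note: plate controls were vehicle for no effect and no enzyme for full effect; nearly all actives have a fitted effect of over 30% in size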
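50 nM RECQ1T1 preincubated 15 min with compound in Tris pH 8.0 buffer with MgCl2, DTT, Tween-20 and 2.5 ug/ml poly(dI-dC); started with 200 nM TAMRA/BHQ-2 forked duplex and 2 mM ATP. Unwinding read as fluorescence (525/598 nm), two reads 2 h apart.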
TRb SRC2 PPI: inhibitors of human thyroid hormone receptor beta-SRC2 interaction; TRbeta-SRC2 peptide binding, fluorescence polarization; receptor liganded with 1 µM T3; Potency, µM (top dose mostly 106 µM), without a hit: at the top dose activity change, negative = inhibition, hits mostly inhibitors; 0.065% of 280,000 active;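 note: plate controls were bound peptide for no effect and peptide without receptor for full effect; nearly all actives have a fitted effect of over 50% in size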
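Assay buffer: 20 mM Tris-HCl, 100 mM NaCl, 10% glycerol, 1 mM EDTA, 0.01% NP-40, 1 mM DTT, 1 uM T3, 5% DMSO; TRb LBD 0.6 uM, Texas Red SRC2 20 nM; FP after 5 hr.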
TexasRed fluor: Texas Red fluorescence interference in TRb-SRC2 counter-screen; TRb/SRC2 Texas Red total fluorescence interference; Potency, µM (highest dose often 106 µM), for inactives: at the highest dose fluorescence change, negative = quenching; AID 1479; 0.29% of 280,000 active; active = well fitted curve in either direction with a large enough effect; inconclusive = small, poorly fitted or top-dose-only effect; note: % is set by controls: 0 for no effect and ±100 for the full control effect
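Human TRβ ligand-binding domain (0.6 uM) and Texas Red SRC2 peptide (20 nM) in Tris buffer with 1 uM T3 and 5% DMSO were incubated with pinned compound for 5 hr at ambient temperature. Total fluorescence was computed as S + 2P (555/632 nm).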
An asterisk follows results filed as active; i = inactive; ? = inconclusive; . = no result given; [ ] = another dose, or the depositor's remark. Unless noted, calls come from the whole dose curve; as a rule, active = well fitted curve in the direction sought with a large enough effect; inconclusive = small, poorly fitted or top-dose-only effect, or another doubt; inactive = no such curve, though single readings can be large; an effect the other way counts as inactive or inconclusive. Potency is the fitted concentration of half-maximal effect. The list is partial. The share of hits here may be higher or lower than overall.

Results follow in this order: ALDH1A1 block, RGS12 GoLoco inh, SMN2 splice up, Lamin A splicing, KDM4E inh, RECQ1 helicase, TRb SRC2 PPI, TexasRed fluor
(1) CCOC(=O)CSc1nc2cc(C(=O)N3CCC(C(N)=O)CC3)ccc2c(=O)n1-c1ccccc1
 : 2%, -53%, ., 5%, 1%, 5%, -2%, 0%
(2) Cc1ccc(CCC(=O)Nc2nccs2)o1
 : ?, -12%, -4%, 13%, 0%, -10%, 13%, 0%
(3) CC1(C)NC(=O)N(CC(O)COc2ccccc2C(=O)Nc2ccccc2)C1=O (stereo not given)
 : 8%, 11%, 14%, -12%, 3%, ?, -8%, -6%
(4) COc1ccc(C(=O)NCCc2nnc(SCc3nc4ccccc4c(=O)[nH]3)n2C)cc1
 : ?, -6%, 11%, -10%, -4%, i, -12%, 1%
(5) Cc1cc(C(=O)CSc2nnc(N)s2)c(C)n1CCc1ccc(Cl)cc1
 : -7%, 8%, -8%, ?, 6%, -10%, -12%, -1%
(6) CCN1CCN(c2cc(N3CCc4ccccc4C3)c(F)cc2[N+](=O)[O-])CC1
 : 7%, ., ., ?, 5%, -10%, -2%, 0%
(7) O=C1c2ccccc2C(=O)N1CCCCN(C(=O)c1cccc([N+](=O)[O-])c1)c1ccc(Cl)cc1
 : 3.2µM*, 15%, -18%, 0%, -3%, -12%, 2%, 2%
(8) COC(=O)c1sccc1NC(=O)/C=C/c1ccc(Cl)cc1
 : ?, 8%, ?, -16%, ?, -6%, -9%, 0%
(9) O=C(O)c1nccnc1C(=O)Nc1ccc(S(=O)(=O)N2CCOCC2)cc1
 : ., 8%, ., ., -6%, -14%, -4%, -2%
(10) Cc1nc2ccc(Br)cn2c1NC(C)(C)C
 : 2%, 8%, -4%, -4%, 2%, -4%, -13%, -2%

Only RECQ1 helicase, KDM4E inh and ALDH1A1 block, for 4 of the compounds above:
entry	SMILES	RECQ1 helicase	KDM4E inh	ALDH1A1 block
1	CCOC(=O)CSc1nc2cc(C(=O)N3CCC(C(N)=O)CC3)ccc2c(=O)n1-c1ccccc1	5%	1%	2%
2	Cc1ccc(CCC(=O)Nc2nccs2)o1	-10%	0%	?
3	CC1(C)NC(=O)N(CC(O)COc2ccccc2C(=O)Nc2ccccc2)C1=O (stereo not given)	?	3%	8%
4	COc1ccc(C(=O)NCCc2nnc(SCc3nc4ccccc4c(=O)[nH]3)n2C)cc1	i	-4%	?

Later entries:
Results follow in this order: ALDH1A1 block, RGS12 GoLoco inh, SMN2 splice up, Lamin A splicing, KDM4E inh, RECQ1 helicase, TRb SRC2 PPI, TexasRed fluor
(11) N#Cc1ccsc1NC(=O)CN1CCCCCC1
 : -6%, 5%, -10%, 6%, -12%, -5%, -5%, -3%
(12) CC1=C(C(=O)OC2CCCC2)C(c2coc3ccccc3c2=O)C2=C(CCCC2=O)N1 (stereo not given)
 : 1%, 5%, ., ., -5%, i, 0%, 0%
(13) Cc1ccccc1C(=O)NC(=S)Nc1ccc(Oc2ccc(Cl)cc2)cc1
 : ?, 8%, -24%, -2%[0.0737 µM], 0%, -7%, -7%, -1%
(14) N#CCc1c(C#N)c(N)nc(N2CCN(C=O)CC2)c1C#N
 : 7.1µM*, 0%, -1%, -10%[46 µM], ?, 2%, -2%, 0%
(15) C=CCNC(=O)c1ccc2c3n(nc2c1)-c1ccc(C)cc1CO3
 : ., 12%, ., ., ?, -9%, -5%, 0%
(16) O=C(O)CCn1c(=O)sc2ccccc21
 : 9%, -10%, 0%, 10%, -14%, i, -15%, -3%
(17) COc1ccccc1N1C(=O)CC(N2CCc3ccccc32)C1=O (stereo not given)
 : ?, 134%[activator], 3%, 10%, ?, ?, ?, -1%
(18) CCOC(=O)[C@H]1CCC[C@@H](NS(=O)(=O)c2ccc(NC(C)=O)cc2)C1
 : -7%, -3%, -17%, 3%, 2%, i, 7%, 2%
(19) Cc1cccc(CS(=O)(=O)Cc2ccc(C(=O)NCCN3CCCCC3C)o2)c1 (stereo not given)
 : 1%, 10%, 29%, -6%, -8%, -1%, -1%, 1%
(20) Nc1ccccc1SCC(=O)N1CCc2ccccc21
 : 3%, -3%, 68%, -5%, 9%, 5%, -13%, -1%

Further compounds:
Results follow in this order: ALDH1A1 block, RGS12 GoLoco inh, SMN2 splice up, Lamin A splicing, KDM4E inh, RECQ1 helicase, TRb SRC2 PPI, TexasRed fluor
(21) O=C(CSc1nc2ccccc2c(=O)n1NC(=O)Cc1ccccc1)NCc1ccccc1
 : 13%, -14%, -18%, -4%, 0%, -6%, 7%, 2%
(22) CC(C)Nc1nc2ccccc2c(=O)[nH]1
 : ?, -17%, ., ., ?, -10%, 0%, -3%
(23) Cc1cc(C)c(S(=O)(=O)Nc2ccc(O)cc2)cc1C
 : 14µM*, 4%, -37%[inhibitor], 12%, 2%, -15%, -6%, -1%
(24) O=C(COC(=O)c1cccc(S(=O)(=O)N2CCc3ccccc32)c1)Nc1ncc(C(F)(F)F)cc1Cl
 : -1%, -11%, -7%, -19%, -3%, -4%, 0%, -6%
(25) COc1ccc(CNc2c(CO)cnc3c2cnn3C)cc1
 : -13%, 2%, -36%[inhibitor], ?, 3%, i, -4%, -4%
(26) CC(C)(C)S(=O)(=O)c1nc2ccccc2s1
 : -10%, -9%, 0%, 8%, -2%, -10%, ., .
(27) Cc1ccc(-c2cnc(SCC(=O)N3CCCc4ccccc43)n2C)cc1
 : ?, 2%, -9%, ?, 6%, -2%, -1%, 1%
(28) N#CCSC1=Nc2ccccc2C2=NC(CCC(=O)N3CCN(c4ccccc4)CC3)C(=O)N12 (stereo not given)
 : ?, 22%, -2%, 1%, ?, -12%, 3%, 4%
(29) CC(C)Oc1ccc(/C=C(/NC(=O)c2ccccc2)C(=O)NCCC(=O)O)cc1
 : ?, 9%, ., 14%[46 µM], ?, -12%, -6%, -6%
(30) O=c1[nH]cc(COCc2ccccc2)c(=O)[nH]1
 : -1%, 3%, 10%, 4%, 12%, 8%, -2%, -6%

Other records follow.
Results follow in this order: ALDH1A1 block, RGS12 GoLoco inh, SMN2 splice up, Lamin A splicing, KDM4E inh, RECQ1 helicase, TRb SRC2 PPI, TexasRed fluor
(31) O=C(Nc1nc(-c2ccc(S(=O)(=O)N3CCCC3)cc2)cs1)c1ccco1
 : ?, 8%, -68%[inhibitor], ?, -19%, -14%, -3%, -1%
(32) Cc1ccc(C(=O)Nc2ccc(S(=O)(=O)N3CCOCC3)cc2)cc1
 : 5%, 11%, -10%, ., 12%, i, -2%, -5%
(33) CCOC(=O)C1C(=O)CC(C)(O)C(C(=O)OCC)C1c1cc(Br)ccc1OC (stereo not given)
 : -4%, 9%, 11%, 0%, -3%, 0%, -17%, 0%
(34) CCc1cccc(N(C(=O)c2csnn2)C(C(=O)NC(C)(C)C)c2ccncc2)c1 (stereo not given)
 : 2%, -7%, -13%, ., 3%, 15%, 6%, -2%
(35) CCOC(=O)CN1C(=O)N[C@@H](c2ccco2)C(C(=O)OC)=C1C
 : -9%[13.5 µM], 15%[14.2 µM], -2%[9.22 µM], ?, -5%[11.4 µM], i[11.5 µM], -1%[11.2 µM], -14%[11.2 µM]
(36) Cc1nn(-c2ccccc2)c(N2CCCC2)c1/C=C1\N=C(c2ccc(F)cc2)OC1=O
 : 12%, 41%[activator], -41%[inhibitor], 6%, 1%, 9%, -4%, -2%
(37) Cc1ccc(CNC(=O)COC(=O)CCC(=O)c2cccs2)cc1
 : 6%, 6%, 13%, -14%[46 µM], -1%, -2%, -11%, -1%
(38) O=C1c2ccccc2N(Cc2ccc(Cl)cc2)C2=NCCN12
 : 11%, 1%, -2%, -6%, 5%, 3%, -2%, 1%
(39) CCN(CC)C(=O)c1cccc2c1C(=O)c1ccccc1-2
 : -3%, -3%, 4%, -4%, -2%, -6%, 7%, -4%
(40) O=C(Nc1nccs1)c1c(O)c2c([nH]c1=O)CCCC2
 : ., 3%, ., ., 0%, -7%, -8%, -6%

41: COc1ccc([C@@H]2C=C(C(=O)O)O[C@H](OCCCCO)C2)cc1
42: CC1CCN(S(=O)(=O)c2ccc(NC(=O)N3c4ccccc4Sc4ccccc43)cc2)CC1
43: Cc1ccc(-c2nc3ccccc3c(=O)n2NC(=O)c2cccs2)cc1
44: Cc1oc(C(C)(C)C)c(CN2CCOCC2)c1C(=O)O
45: Cc1cc(C)nc(N/N=C/c2ccccc2OCc2ccc(Cl)cc2)n1
46: C=CCNC(=O)c1ccncc1
47: Cc1nnc(SCc2cnc(-c3ccccc3)o2)[nH]c1=O
48: CCOC1=C/C(=C/c2c(N)n3nc(S(=O)(=O)CC)sc3nc2=O)C=CC1=O
49: COc1ccccc1N1C(=O)CC1(C#N)c1ccc(OCc2ccccc2)cc1 (stereo not given)
50: COc1ccc(N(CC(=O)N2CCN(c3cccc(C)c3)C(C)C2)S(=O)(=O)c2c(C)n[nH]c2C)cc1 (stereo not given)
51: CCCCNC(=O)c1ccc(N2CCOCC2)c(NS(=O)(=O)c2ccc(OC)cc2)c1

Compound	41	42	43	44	45	46	47	48	49	50	51
ALDH1A1 block	.	18%	?	-8%	3%	2%	1%	?	0%	-1%	8.9µM*
RGS12 GoLoco inh	-1%	11%	-6%	10%	3%	-9%	5%	6%	7%	6%	-22%
SMN2 splice up	.	0%	-19%	.	30%	-51%[inhibitor]	-11%	9%	-27%	-10%	0%
Lamin A splicing	.	-12%	-11%	2%[46 µM]	1%	2%	20%	-14%[46 µM]	?	.	6%
KDM4E inh	?	7%	-6%	2%	10%	-12%	7%	-25%	-4%	1%	-11%
RECQ1 helicase	19%	-13%	-5%	i	-8%	i	-16%	5%	-13%	-2%	-11%
TRb SRC2 PPI	3%	-7%	-8%	-10%	-2%	-6%	-17%	7%	-2%	0%	-18%
TexasRed fluor	0%	-4%	-6%	1%	1%	0%	1%	-16%	3%	-3%	3%

Screens (PubChem BioAssay)
